SENP7 inh – blocks the human protease SENP7 | recombinant SENP7, Z-RLRGG-aminoluciferin luminescence, 40 min | actives 1.5% (n = 330,000) | inhibition, % at 5 µM | AID 434973;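 active = inhibition above about 50% at the single test dose, limit read from the data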;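 also: plate controls were DMSO with enzyme for no effect and no enzyme buffer wells for full effect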
SENP8 block-1 – inhibitors of human SENP8 protease; Q96LD8; purified SENP8, Z-RLRGG-aminoluciferin cleavage, luminescence; AID 2540; actives 1.2% (n = 330,000); inhibition, % at 10 µM; in the data active = inhibition above about 50%
SENP6 block – SENP6 protease inhibition; Q9GZR1; Recombinant SENP6 catalytic domain, aminoluciferin luminescence; inhibition, % at 10 µM; actives 1.8% (n = 330,000); AID 2599;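 active = inhibition above about 50% at the single tested dose, limit read from the data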;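 also: plate controls were DMSO wells with enzyme for no effect and DMSO wells lacking enzyme for full effect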
PfGluPho inh – PfG6PD (Plasmodium falciparum) enzyme inhibition. PfGluPho enzyme, NADPH resazurin-diaphorase fluorescence. inhibition, % at 20 µM. actives 0.78% (n = 350,000);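 active = inhibition reaching at least a set limit at 20 µM in the primary screen, cut at about 59% in these data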;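 also: 0% = DMSO wells with substrate and 100% = DMSO wells lacking glucose-6-phosphate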
SENP8 block-2 – SENP8 (human) protease inhibition; actives 0.64% (n = 360,000); recombinant SENP8, Nedd8 substrate fluorescence; Q96LD8; AID 602440; inhibition, % at 20 µM; in the data active = inhibition mostly above about 40%, no sharp cut-off; inactive = mostly below about 27%
HKDC1 inh – blocks human hexokinase HKDC1 activity | recombinant HKDC1, G6PDH/diaphorase resazurin coupled fluorescence | inhibition, % at 20 µM | actives 0.16% (n = 340,000) | AID 493160;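 active = inhibition above about 35% when tested at 20 µM, limit read from the data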;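 also: plate controls were DMSO wells with enzyme for no effect and DMSO wells lacking enzyme for full effect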
Target sequence (Q2TB90 whole entry, looked up): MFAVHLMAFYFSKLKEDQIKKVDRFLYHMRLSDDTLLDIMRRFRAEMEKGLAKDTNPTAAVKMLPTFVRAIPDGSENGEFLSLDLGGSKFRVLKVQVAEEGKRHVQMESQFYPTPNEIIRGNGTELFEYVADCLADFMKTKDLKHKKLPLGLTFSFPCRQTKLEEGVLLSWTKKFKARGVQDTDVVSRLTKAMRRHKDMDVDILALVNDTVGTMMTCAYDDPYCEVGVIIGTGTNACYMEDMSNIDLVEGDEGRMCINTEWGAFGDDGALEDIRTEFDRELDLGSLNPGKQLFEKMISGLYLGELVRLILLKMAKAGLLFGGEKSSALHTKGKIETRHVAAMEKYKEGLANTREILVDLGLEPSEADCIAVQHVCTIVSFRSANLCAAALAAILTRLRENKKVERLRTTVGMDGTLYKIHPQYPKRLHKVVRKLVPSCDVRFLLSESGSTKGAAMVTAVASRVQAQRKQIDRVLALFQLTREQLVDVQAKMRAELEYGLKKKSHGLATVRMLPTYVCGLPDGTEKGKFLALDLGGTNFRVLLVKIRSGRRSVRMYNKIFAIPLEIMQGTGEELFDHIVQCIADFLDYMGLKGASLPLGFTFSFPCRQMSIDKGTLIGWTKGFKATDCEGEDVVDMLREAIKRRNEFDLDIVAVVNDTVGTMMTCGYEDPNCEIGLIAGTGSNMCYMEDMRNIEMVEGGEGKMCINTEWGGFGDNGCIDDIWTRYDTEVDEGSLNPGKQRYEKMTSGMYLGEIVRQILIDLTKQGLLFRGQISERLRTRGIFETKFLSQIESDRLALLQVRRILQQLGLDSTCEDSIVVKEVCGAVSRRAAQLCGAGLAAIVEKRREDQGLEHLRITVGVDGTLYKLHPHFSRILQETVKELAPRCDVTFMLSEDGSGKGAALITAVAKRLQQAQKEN
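Test system: HK5 enzyme. Quantity: 5 µg/mL HK5 final. Reagent: glucose and ATP substrates. Schedule: 90 min reaction incubation at room temperature, dark. Technique: resazurin-to-resorufin fluorescence via G6PDH and diaphorase coupling, 525/613 nm. Control set: DMSO wells with and without enzyme mix.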
Apaf1 inhib – human Apaf-1 inhibition. O14727. reconstituted apoptosome caspase-3 activity, DEVD-Rh110 fluorescence. inhibition, % at 20 µM. actives 0.71% (n = 330,000); active = inhibition of at least 40% at 20 µM;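 also: plate controls were DMSO wells for no effect and DEVD-CHO caspase inhibitor wells for full effect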
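System: reconstituted apoptosome with Apaf-1, cytochrome c, caspase-9, procaspase-3, dATP; Signal: Rh110 fluorescence intensity; Schedule: 30 min compound preincubation, 50 min activation, room temperature; Reagent: cytochrome c trigger plus (Z-DEVD)2-Rh110 caspase-3 substrate.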
SENP1 inh – SENP1 (human) catalytic domain inhibition. recombinant SENP1 catalytic domain, CyPet-SUMO1-YPet FRET cleavage. inhibition, % at 10 µM. actives 0.21% (n = 360,000);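 active = inhibition at least 30% at 10 µM, raw YFP signal under a set limit, fluorescence ratio 0.5 to 1.5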;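 also: 0% = enzyme with DMSO and 100% = no enzyme wells; some results filed as inactive read as strong as hits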
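Test system: human SENP1 catalytic domain; medium: Tris pH 8 buffer plus EDTA, NaCl, BME, BSA, NP40, catalase; incubation: 50 min reaction at room temperature; technique: FRET, CFP and YFP emission; controls: no-enzyme low control and enzyme-plus-DMSO high control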
Numbers without * were called inactive; · = not tested or not shown.

1	CCCCNc1nc2ccccc2nc1NS(=O)(=O)c1ccc(F)cc1
2	COC(=O)c1cc(=O)n(Cc2ccco2)c(=Nc2ccc(F)cc2)s1
3	O=S(=O)(Nc1cccc(S(=O)(=O)N2CCOCC2)c1)c1ccc2c(c1)OCCO2
4	C/C(=N\Nc1cc(-c2ccccc2)nc(-c2ccccc2)n1)c1ccc(O)c(C)c1
5	Cc1cccc(N(Cc2cc3ccccc3[nH]c2=O)S(=O)(=O)c2ccccc2)c1
6	Cc1ccccc1N(CC(=O)NC1CCCCC1)C(=O)CCC(=O)Nc1nccs1

Screen / compound no.	1	2	3	4	5	6
SENP7 inh	6	0	-4	4	5	0
SENP8 block-1	8	7	-8	-11	0	4
SENP6 block	19	-2	-10	-9	7	-11
PfGluPho inh	-14	4	-17	8	-9	8
SENP8 block-2	-272	14	10	-173	-36	2
HKDC1 inh	-1	7	-5	-5	-3	-3
Apaf1 inhib	5	12	2	16	13	8
SENP1 inh	-2	1	1	-2	0	1

7	COc1ccc(CNC(=O)C(C)n2ccc3cc(S(=O)(=O)N4CCCCCC4)ccc32)cc1 (stereo not drawn)
8	CC(C)CN(C(=O)CSc1nc2ccccc2o1)c1c(N)n(Cc2ccccc2)c(=O)[nH]c1=O
9	O=C1c2ccccc2C(=O)N1CCc1nc(-c2ccccn2)no1
10	O=S(=O)(c1ccc2ccccc2c1)n1cccn1
11	Cc1ccc(NC(=O)CC2NCCNC2=O)cc1Cl (stereo not drawn)
12	O=C(CSc1nc2c([nH]c3ccccc32)c(=O)n1-c1ccccc1F)NCC1CCCO1 (stereo not drawn)

Screen / compound no.	7	8	9	10	11	12
SENP7 inh	-2	2	5	-1	-1	-4
SENP8 block-1	0	-14	0	14	-5	-1
SENP6 block	11	-23	6	6	-1	5
PfGluPho inh	10	-5	5	7	-15	4
SENP8 block-2	-6	1	18	4	5	-415
HKDC1 inh	-1	3	-2	2	-8	1
Apaf1 inhib	5	20	3	2	-1	13
SENP1 inh	2	-2	0	1	2	2

In another format: results already given.
Values run as follows: SENP7 inh	SENP8 block-1	SENP6 block	PfGluPho inh	SENP8 block-2	HKDC1 inh	Apaf1 inhib	SENP1 inh
1	CCCCNc1nc2ccccc2nc1NS(=O)(=O)c1ccc(F)cc1
    6	8	19	-14	-272	-1	5	-2
2	COC(=O)c1cc(=O)n(Cc2ccco2)c(=Nc2ccc(F)cc2)s1
    0	7	-2	4	14	7	12	1
3	O=S(=O)(Nc1cccc(S(=O)(=O)N2CCOCC2)c1)c1ccc2c(c1)OCCO2
    -4	-8	-10	-17	10	-5	2	1
4	C/C(=N\Nc1cc(-c2ccccc2)nc(-c2ccccc2)n1)c1ccc(O)c(C)c1
    4	-11	-9	8	-173	-5	16	-2
5	Cc1cccc(N(Cc2cc3ccccc3[nH]c2=O)S(=O)(=O)c2ccccc2)c1
    5	0	7	-9	-36	-3	13	0
6	Cc1ccccc1N(CC(=O)NC1CCCCC1)C(=O)CCC(=O)Nc1nccs1
    0	4	-11	8	2	-3	8	1
7	COc1ccc(CNC(=O)C(C)n2ccc3cc(S(=O)(=O)N4CCCCCC4)ccc32)cc1 (stereo not drawn)
    -2	0	11	10	-6	-1	5	2
8	CC(C)CN(C(=O)CSc1nc2ccccc2o1)c1c(N)n(Cc2ccccc2)c(=O)[nH]c1=O
    2	-14	-23	-5	1	3	20	-2
9	O=C1c2ccccc2C(=O)N1CCc1nc(-c2ccccn2)no1
    5	0	6	5	18	-2	3	0

(more compounds)
13	C/C(=N/Nc1ccccc1[N+](=O)[O-])c1ccc([N+](=O)[O-])cc1
14	CCOc1ccc(N(CC(=O)NC2CCCCC2)S(=O)(=O)c2ccc(C)cc2)cc1
15	O=C(O)Cc1sc(N/N=C\c2ccccc2)nc1-c1ccccc1
16	CC1(C)C(CC2OCC(CN3CCCCC3)O2)[C@H]2CC[C@@H]1C2 (stereo partly drawn)
17	CN1CCN(C(=O)/C(=C/c2ccc(N(C)C)cc2)NC(=O)c2ccccc2)CC1
18	CCOc1ccc(/C(O)=C2/C(=O)C(=O)N(c3ccccn3)C2c2ccc(F)cc2)c(C)c1 (stereo not drawn)

Screen / compound no.	13	14	15	16	17	18
SENP7 inh	-2	10	-3	-2	2	1
SENP8 block-1	-4	3	20	2	2	6
SENP6 block	-10	-2	28	6	0	3
PfGluPho inh	-1	3	23	-2	11	-14
SENP8 block-2	34	7	-161	1	-21	5
HKDC1 inh	-1	-5	-1	3	-3	6
Apaf1 inhib	9	14	6	-3	-2	11
SENP1 inh	3	0	-12	-1	5	16

19	Cc1cccc(N2CCN(c3nc4ccc(Cl)cc4n4cnnc34)CC2)c1C
20	CCCC1C(C#N)=C(N)Oc2n[nH]c(C(C)(C)C)c21 (stereo not drawn)
21	O=C(OCc1nnc(-c2ccccc2)o1)c1cccnc1Cl
22	CNc1cc([N+](=O)[O-])ccc1N/C=C/C(=O)c1ccc2c(c1)OCO2
23	CC1=CC(=Nc2c(C)n(C)n(-c3ccccc3)c2=O)C=C(C)C1=O
24	COCCNCC#CCOc1ccc(OC)cc1

Screen / compound no.	19	20	21	22	23	24
SENP7 inh	-1	6	-10	-5	10	-14
SENP8 block-1	7	4	-9	-9	2	-6
SENP6 block	14	-12	-8	3	-9	-31
PfGluPho inh	27	6	-15	32	72*	-25
SENP8 block-2	-45	18	11	29	20	18
HKDC1 inh	-3	9	-8	-12	6	-5
Apaf1 inhib	3	4	-2	6	-1	-15
SENP1 inh	0	3	-1	27	4	-3

25	O=C(N/N=C/c1ccc(Cl)cc1Cl)Nc1ccccc1
26	COc1nc(-c2ccc(Cl)cc2)ccc1-c1noc(-c2cccs2)n1
27	CS(=O)(=O)CCC(C(=O)N1CCOCC1)N1C(=O)c2cc(Cl)c(Cl)cc2C1=O (stereo not drawn)
28	CC(C)n1cc(/C(N)=N/O)c(=O)n(Cc2ccccc2)c1=O
29	O=C(Nc1cccc(-n2cnnn2)c1)c1ccco1
30	Cc1ccc(CN2CCN(Cc3cccn3-c3ccc(Cl)cn3)CC2CCO)o1 (stereo not drawn)

Screen / compound no.	25	26	27	28	29	30
SENP7 inh	-9	7	3	11	4	8
SENP8 block-1	-13	-2	-9	-6	-2	7
SENP6 block	0	3	7	-10	-19	-11
PfGluPho inh	0	2	-18	12	3	10
SENP8 block-2	5	-253	23	16	12	11
HKDC1 inh	-9	-5	0	-7	2	-9
Apaf1 inhib	15	13	-3	-14	-3	-7
SENP1 inh	1	-53	-4	-1	0	-1

31	CCCc1[nH]nc2c1C(c1ccc(Br)s1)C(C#N)=C(N)O2 (stereo not drawn)
32	Cc1cc(=O)n(-c2ccccc2Cl)[nH]1
33	CCCCC(=O)NC(c1ccc(N(C)C)cc1)c1ccc2cccnc2c1O (stereo not drawn)
34	Cc1ccc(C)c(C(=O)C(C)Sc2nc3nn(-c4ccccc4)c(=O)c-3c3n2CCCCC3)c1 (stereo not drawn)
35	Cc1cc(C(=O)CSc2nncs2)c(C)n1Cc1ccco1
36	CCCCCCCN1CCC(=O)N([C@H](CO)CC(C)C)CC1

Screen / compound no.	31	32	33	34	35	36
SENP7 inh	1	2	9	6	3	0
SENP8 block-1	4	5	2	7	-7	1
SENP6 block	-8	-8	-7	-1	-8	-4
PfGluPho inh	14	12	-30	10	1	9
SENP8 block-2	24	34	14	11	9	4
HKDC1 inh	5	-3	-30	9	-2	-2
Apaf1 inhib	13	33	-13	25	0	9
SENP1 inh	0	2	2	2	0	-1

37	O=C1c2ccsc2SCCN1Cc1ccc(F)cc1
38	CC1CCN(c2ccccc2NC(=S)NC(=O)c2ccc(-c3cccc([N+](=O)[O-])c3)o2)CC1
39	COc1ccccc1Nc1nc(N)nc(CSC(=S)N2CCCCC2C)n1 (stereo not drawn)
40	CC1CC2(C)C(=CC1=O)CCC1C2C(O)CC2(C)C1CCC2(O)C(=O)CO (stereo not drawn)
41	COCCNC(=O)c1ccc(C2SCC(=O)N2Cc2ccco2)cc1 (stereo not drawn)
42	CN(C)Cc1ccc(O)c(CCc2ccccc2)n1

Screen / compound no.	37	38	39	40	41	42
SENP7 inh	3	2	5	·	-1	0
SENP8 block-1	4	-2	-7	·	-1	5
SENP6 block	9	16	-10	·	-1	7
PfGluPho inh	5	-5	12	6	12	2
SENP8 block-2	16	22	-3	-4	10	-8
HKDC1 inh	-2	6	-7	-2	-10	5
Apaf1 inhib	9	-9	16	·	-18	-1
SENP1 inh	2	4	0	-2	0	-4

43	CC(C)n1c(SCC(=O)Nc2ccc(N3CCOCC3)cc2)nnc1-c1ccco1
44	CN(C)/C=C/C(=O)c1ccc(OCCN(C)c2ccccn2)cc1
45	O=C(/C=C/c1ccc([N+](=O)[O-])cc1)NCCSc1ccccc1
46	Cc1ccccc1NC(=O)C1CCCN1S(=O)(=O)c1ccccc1C(F)(F)F (stereo not drawn)
47	O=C(CSc1ncn[nH]1)N1CCOCC1
48	CN(c1ncnc(N)c1[N+](=O)[O-])C1CCS(=O)(=O)C1 (stereo not drawn)

Screen / compound no.	43	44	45	46	47	48
SENP7 inh	0	8	8	2	-5	8
SENP8 block-1	0	2	1	4	-6	3
SENP6 block	26	-5	24	16	-10	-7
PfGluPho inh	-1	1	23	23	-6	-7
SENP8 block-2	11	-53	17	1	9	7
HKDC1 inh	1	-2	7	0	-10	-11
Apaf1 inhib	13	7	-8	3	1	3
SENP1 inh	-2	-36	0	1	1	-7

49	NC1=NC(c2cn[nH]c2-c2cccc(F)c2)n2c(nc3ccccc32)N1 (stereo not drawn)
50	CC(O)CNC(=O)Cc1cc(=O)[nH]c(=O)[nH]1 (stereo not drawn)
51	Cc1ccc(NC(=S)N2CCN(S(=O)(=O)c3ccccc3)CC2)cc1C
52	CCOc1ncnc2c1oc1nc(CC(C)C)c3c(c12)CC(C)(C)OC3
53	Cc1ccc(-n2cc3c(=O)n(C)c(=O)n(C)c3c2)cc1C
54	CC(=O)C(C)Oc1ccc2c3c(c(=O)oc2c1)CCCCC3 (stereo not drawn)

Screen / compound no.	49	50	51	52	53	54
SENP7 inh	2	-9	-3	-2	-4	3
SENP8 block-1	-1	-5	-5	-4	0	-2
SENP6 block	-8	-18	3	-2	-12	-3
PfGluPho inh	-6	1	33	14	26	4
SENP8 block-2	-34	9	7	8	-164	-308
HKDC1 inh	-2	-3	-4	5	3	0
Apaf1 inhib	-18	-24	1	11	4	6
SENP1 inh	0	-46	5	1	0	-2

55	CN(C)C(=O)c1ccc(-n2cnc3ccccc3c2=O)cc1
56	Cc1ccc(C)c(Cn2c(=O)n(CCCC(=O)NCc3ccco3)c(=O)c3sccc32)c1
57	O=S(=O)(NCCCO)c1ccc2c(c1)Cc1cc(S(=O)(=O)NCCCO)ccc1-2
58	CC(=O)NCCNC(=O)CCNC(=O)c1ccc(Cl)cc1
59	Cc1noc(C)c1S(=O)(=O)N1CCC(C(=O)N2CCN(C3CCCC3)CC2)CC1
60	COc1ccc(O)c(C(=O)/C=C/c2cc3ccccc3o2)c1
61	Cc1ccccc1NC(=O)Nc1ccccn1

Screen / compound no.	55	56	57	58	59	60	61
SENP7 inh	0	1	-15	7	-2	-6	16
SENP8 block-1	5	-7	-12	6	-10	-9	-11
SENP6 block	-5	-16	-28	-11	-24	-10	28
PfGluPho inh	8	-15	-13	-7	·	23	19
SENP8 block-2	7	22	11	17	·	-65	8
HKDC1 inh	-5	-5	-7	0	·	15	-7
Apaf1 inhib	-8	3	17	-2	5	15	-1
SENP1 inh	2	3	4	2	·	2	2
